Alkaline phosphatase: inhibition of tissue-nonspecific alkaline phosphatase – biochemical, luminescent (AID 518); purified TNAP enzyme, luminescent substrate readout; higher % means a stronger effect; inhibition, % at 20 µM; hits with a dose series show IC50 in µM; actives 0.09% (n = 64,000); in the data active means a potency from the dose series; inactive means the rest, 99 in 100 with inhibition below about 22%;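 further: plate controls were vehicle for no effect and reference inhibitor for full effect; many of its hits are not listed in these tables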
PMK inhibit: blocks S. pneumoniae phosphomevalonate kinase. purified PMK, PK/LDH-coupled NADH absorbance 340 nm. actives 0.49% (n = 65,000). inhibition, % at 10 µM. AID 539;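 active means top-ranked compounds by inhibition in the single 10 µM screen, taking a fixed number of the strongest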;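 further: 0% = full reaction with DMSO carrier and 100% = background rate without enzyme reaction; no value below 0 was filed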
MK inhibit: blocks S. pneumoniae mevalonate kinase | AID 555 | actives 0.48% (n = 65,000) | inhibition, % at 10 µM | purified MK, PK/LDH-coupled NADH absorbance 340 nm;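 active means ranked among the strongest by inhibition in the single 10 µM screen, a fixed top-ranked set picked for dose follow-up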; further: no value below 0 was filed
HPDE-C7 viability: cytotoxicity in HPDE-C7 cells, cell-based, fluorescence, HTS (AID 430). one-dose cytotoxicity, % at 10 µM; EC50 in µM for titrated hits. HPDE-C7 pancreatic duct cells viability, fluorescence; higher % means a stronger effect. actives 1.8% (n = 63,000);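 further: cells exposed to compound for 48 hours before viability readout; 0% = vehicle and 100% = reference cytotoxic drug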
Bfl-1 displacement: Bfl-1 inhibitors, primary screen, biochemical, fluorescence polarization, FITC-Bid, mouse (AID 432); FITC-Bid BH3 peptide fluorescence polarization displacement; higher % means a stronger effect; displacement, % at 20 µM; hits with a dose series show IC50 in µM; actives 0.02% (n = 64,000); in the data active means a potency from the dose series; inactive means the rest, 99 in 100 with displacement below about 15%; further: strong numbers were not always called active
HT1080 cytotoxicity: cytotoxicity in HT1080 fibrosarcoma cells, cell-based, fluorescence readout (AID 620); HT1080 viability, fluorescence; higher % means a stronger effect; cytotoxicity, % at 10 µM, or EC50 in µM where a hit was titrated; actives 0.42% (n = 87,000);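 further: cells exposed to compound overnight then 4 h with Alamar Blue; 0% = vehicle DMSO and 100% = killing control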
HPDE-C7K KRASV12: cytotoxicity in KRAS-transformed pancreatic duct cells, primary screen, cell-based, fluorescence, HTS (AID 431). HPDE-C7K KRASV12 cells, Alamar Blue viability, 48 h; higher % means a stronger effect. one-dose cytotoxicity, % at 10 µM; EC50 in µM for titrated hits. actives 1.7% (n = 63,000);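 active means compounds whose percent cytotoxicity in the single-dose primary screen, scaled between solvent and toxic-drug controls, exceeds 50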;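 further: 0% = DMSO solvent wells and 100% = doxorubicin-treated wells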
LYP phosphatase: inhibition of human PTPN22 tyrosine phosphatase – biochemical, DiFMUP fluorescence, recombinant catalytic domain, 10 µM, primary screen (AID 606). 52,000 tested, under 10 active. inhibition, % at 10 µM, or IC50 in µM where a hit was titrated. recombinant LYP catalytic domain, DiFMUP fluorescence; higher % means a stronger effect;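 active means IC50 under 40 µM in the dose-response test; inactive means IC50 of 40 µM or more, or never dose-tested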
Spn DPM-DC inh: inhibitors of Streptococcus pneumoniae diphosphomevalonate decarboxylase. calls only at 10 µM. purified DPM-DC, PK/LDH coupled NADH fluorescence. actives 0.49% (n = 65,000);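 active means the 320 compounds with the highest percent inhibition in the single-dose primary screen, excluding strongly autofluorescent ones, cut at about 32% in these data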;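 further: kinetic rate of NADH fluorescence loss reporting ADP formed by the decarboxylase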
PMK inhibit pilot replicates: second read-out of PMK inhibit, no call of its own (marks repeat the call); inhibition, %; measured here: pilot screen replicates
MK inhibit pilot replicates: second read-out of MK inhibit, no call of its own (marks repeat the call); inhibition, %; measured here: pilot screen replicates
Spn DPM-DC inh pilot screen %: second read-out of Spn DPM-DC inh, no call of its own (marks repeat the call); inhibition, %; measured here: pilot screen trials
The depositor's hits bear a star; i = inactive; . = no result given. Unless noted, no stated cut-off is given here; in the data, active means cytotoxicity above about 50%; inactive means the rest.

SMILES	Alkaline phosphatase	PMK inhibit	MK inhibit	HPDE-C7 viability	Bfl-1 displacement	HT1080 cytotoxicity	HPDE-C7K KRASV12	LYP phosphatase	Spn DPM-DC inh	others
CC1CN=C(N(C(=O)Nc2ccccc2)c2ccc(S(=O)(=O)N3CCOCC3)cc2)S1 (stereo not drawn)	19%	9	8	13%	3%	10%	26%	5%	i	PMK inhibit pilot replicates=0.0;MK inhibit pilot replicates=1.5;Spn DPM-DC inh pilot screen %=0.0
CCOC(=O)c1ccc2c(c1)NC(=O)C(N1CCN(c3ccc(OC)cc3)CC1)S2 (stereo not drawn)	6%	0	8	-2%	-24%	2%	4%	.	i
CCc1ccc(N2CC34C=CC(O3)C(C(=O)OC(C)C)C4C2=O)cc1 (stereo not drawn)	2%	0	9	-10%	-1%	4%	-23%	-4%	i
OCCNc1nc(N2CCN(Cc3ccccc3)CC2)nc2ccccc12	-3%	15	7	2%	-8%	-4%	1%	.	i
CCOC(=O)c1nn(-c2ccc(OC)cc2)c(=O)c2c(N)scc12	15%	0	3	9%	0%	7%	16%	-2%	i
Cc1ccc(S(=O)(=O)N(C)Cc2nc(-c3ccncc3)no2)cc1	6%	10	9	-5%	1%	-1%	-1%	0%	i
CCOc1ccc(N2CC(C(=O)Nc3ccccc3F)CC2=O)cc1 (stereo not drawn)	7%	15	2	-9%	3%	-4%	-7%	1%	i
CCOc1ccccc1N(CC(=O)Nc1ccccc1C(=O)OC)S(C)(=O)=O	2%	0	6	-13%	5%	.	-15%	-7%	i
CC(=O)N=C(N)Sc1nc2ccccc2[nH]1	4%	0	3	-7%	6%	-5%	-4%	6%	i
CCOC(=O)N1CCC(NC(=O)CCC(=O)c2ccccc2)CC1	8%	11	4	-12%	-4%	27%	-10%	.	i
CCc1nn(-c2cc(Cl)ccc2OC)c2c1C(=O)CCC2	4%	21	0	18%	-6%	-7%	7%	.	i
Cn1c(CN2CCCCC2)nc2cc(NC(=O)c3ccc(F)cc3)ccc21	13%	3	6	-19%	1%	-2%	-19%	.	i
CN(C)C=Nc1ncc2c([nH]c3ccccc32)c1C#N	7%	11	2	15%	2%	-6%	20%	.	i
O=C(NCc1ccc(F)cc1)c1ccc(CS(=O)(=O)Cc2ccc(F)cc2)o1	4%	13	0	-11%	0%	-5%	-2%	4%	i
COc1ccc(NC(=O)C2CCN(c3cc(C)nc(-c4ccccc4)n3)CC2)cc1	7%	17	8	-1%	-9%	4%	6%	7%	i
CCCCC(O)(C(NC=O)C(=O)OC)C(F)(F)F (stereo not drawn)	8%	12	7	-4%	-4%	4%	-11%	11%	i	PMK inhibit pilot replicates=4.0;MK inhibit pilot replicates=1.0;Spn DPM-DC inh pilot screen %=1.5
CN(CCc1ccccn1)Cc1ccc(Cl)cc1Cl	6%	0	44*	3%	-1%	.	6%	.	i
CCOC(=O)C1=C(N)OC2=C(C(=O)CCC2)C1c1cccnc1 (stereo not drawn)	7%	0	12	-9%	-2%	13%	2%	5%	i
Cc1noc(C)c1CSc1cc(C)c2ccccc2n1	7%	16	10	7%	-5%	12%	4%	-9%	i
O=C(CCCc1nc(-c2ccccc2)no1)Nc1cccnc1	2%	7	3	-11%	-14%	-20%	-17%	9%	i
CS(=O)(=O)N1CCc2cc(S(=O)(=O)Nc3ccc4c(c3)OCCO4)ccc21	.	4	11	.	.	-2%	.	21%	i
c1ccc2[nH]c(SN3CCOCC3)nc2c1	2%	13	54*	4%	-1%	.	19%	.	i
COC(=O)c1cc(S(=O)(=O)N2CCC(C)CC2)ccc1F	5%	14	2	2%	1%	-8%	3%	-5%	i	PMK inhibit pilot replicates=1.5;MK inhibit pilot replicates=0.0;Spn DPM-DC inh pilot screen %=0.5
CC1=CC(c2ccccc2)n2nc(NS(=O)(=O)c3ccc(C)cc3)nc2N1 (stereo not drawn)	5%	9	7	-4%	1%	-1%	-7%	.	.
CC(C(=O)N1CCN(C)CC1)N1C(=O)c2ccccc2C1=O (stereo not drawn)	16%	0	10	0%	-4%	.	6%	-1%	i

New compounds follow.
SMILES	Alkaline phosphatase	PMK inhibit	MK inhibit	HPDE-C7 viability	Bfl-1 displacement	HT1080 cytotoxicity	HPDE-C7K KRASV12	LYP phosphatase	Spn DPM-DC inh	others
COC(=O)c1cc(=O)nc2scc(C)n12	5%	8	8	5%	-3%	-2%	2%	.	i
CC(C)(C)n1nc2c(c1NC(=O)Cc1cccc3ccccc13)CS(=O)C2 (stereo not drawn)	2%	7	8	-4%	37%	-8%	8%	-11%	i
CCCCSc1nc(O)c(C2OC(=O)c3c2ccc(OC)c3OC)c(=O)n1C (stereo not drawn)	9%	9	0	-16%	-9%	-10%	-12%	2%	i
O=C(c1ccc(COc2ccc(F)cc2)o1)n1cccn1	15%	15	2	0%	-8%	-3%	-1%	3%	i
N#Cc1ccsc1NC(=O)COc1ccc(-c2nnco2)cc1	12%	10	0	-2%	-5%	-4%	-9%	13%	i
COCCSc1ccccc1C(=O)NCc1ccco1	7%	0	8	-4%	3%	1%	-21%	22%	i
O=C(c1cccnc1NCc1ccc(F)cc1)N1CCOCC1	13%	15	0	-12%	-7%	23%	-15%	.	i
CCc1ccc(-c2nc(CN3CCC(C(=O)NCCN(CC)c4ccccc4)CC3)c(C)o2)cc1	-58%	11	9	47%	-8%	9%	39%	13%	i
COc1ccc(C)cc1NC(=O)C1CCCN(S(=O)(=O)c2cnc[nH]2)C1 (stereo not drawn)	5%	10	2	12%	0%	-5%	-3%	5%	i
O=C(O)c1cc(S(=O)(=O)NCc2ccco2)c(Cl)cc1Cl	9%	0	10	2%	4%	0%	2%	8%	i
O=S(=O)(c1cccc2nsnc12)N1CCN(C/C=C/c2ccccc2)CC1	12%	7	10	1%	1%	-4%	8%	.	i
Cc1ccc(S(=O)(=O)N2CCC(C(=O)N3CCC(C(=O)NCc4cccnc4)CC3)CC2)cc1	5%	13	0	-11%	-3%	-4%	-10%	.	i
O=C(O)c1nn2c(c1Br)NC(c1ccccc1)CC2C(F)(F)F (stereo not drawn)	2%	1	0	7%	-1%	-8%	7%	.	i
CCN(CC)S(=O)(=O)c1ccc2c(c1)nc(SCC(=O)NC1CC1)n2-c1ccccc1OC	18%	7	2	4%	-10%	-2%	6%	0%	i	PMK inhibit pilot replicates=0.5;MK inhibit pilot replicates=0.0;Spn DPM-DC inh pilot screen %=0.0
CCCc1nc(Nc2nc3ccccc3o2)nc(C)c1C(=O)OCC	5%	0	3	0%	-7%	-2%	-5%	10%	i
Cc1cccc(N2CN=c3s/c(=C\c4ccncc4)c(=O)n3C2)c1	18%	3	2	7%	-1%	1%	-13%	-7%	i	PMK inhibit pilot replicates=4.0;MK inhibit pilot replicates=0.5;Spn DPM-DC inh pilot screen %=0.0
COc1ccccc1NC(=O)CC1Nc2ccccc2NC1=O (stereo not drawn)	5%	6	11	0%	0%	4%	-4%	-5%	i
O=C(CN1CCOCC1)Nc1ccccc1-c1ccccc1	3%	4	11	6%	2%	-4%	3%	.	i
Cc1ccc(NC(=O)CSc2nnc(-c3cnccn3)n2Cc2ccco2)cc1	6%	13	8	-8%	8%	5%	10%	13%	i
Cc1cnc(C(=O)OCC(=O)Nc2ccc(Cl)cc2Cl)cn1	9%	11	0	-14%	7%	6%	-13%	-6%	i	PMK inhibit pilot replicates=3.0;MK inhibit pilot replicates=0.0;Spn DPM-DC inh pilot screen %=2.5
CCCCCn1c(CNC(C)=O)nc2ccccc21	8%	19	3	-8%	5%	-2%	-1%	13%	i
CCN(CCCn1c(SCC#N)nc2ccccc2c1=O)c1ccccc1	7%	16	6	12%	-9%	1%	16%	-1%	i
Cc1ccc(NC2=NC3(CCCCC3)N=C(N)N2)c(C)c1	11%	16	0	12%	0%	33%	1%	.	i	PMK inhibit pilot replicates=0.0;MK inhibit pilot replicates=0.0;Spn DPM-DC inh pilot screen %=0.0
CC1CCCC(C)N1C(=O)c1cc(-c2cccs2)on1 (stereo not drawn)	12%	7	13	-6%	-7%	-12%	-5%	.	i
COc1cc(C2C(C(=O)OC(C)C)=C(C)Nc3[nH]c(=O)[nH]c(=O)c32)ccc1O (stereo not drawn)	5%	9	6	-10%	1%	21%	-6%	7%	i

Continuation.
SMILES	Alkaline phosphatase	PMK inhibit	MK inhibit	HPDE-C7 viability	Bfl-1 displacement	HT1080 cytotoxicity	HPDE-C7K KRASV12	LYP phosphatase	Spn DPM-DC inh	others
Cc1ccc(C)c2[nH]c(=O)c(CN(Cc3ccco3)S(=O)(=O)c3ccc4c(c3)OCCO4)cc12	8%	13	0	32%	-5%	13%	39%	3%	i
Cc1cc(C)c(N2CCN(S(=O)(=O)N3CCCCCC3)CC2)c(C)c1	5%	0	4	-2%	-1%	-7%	-4%	18%	i
CC1=CCC2C(=O)N(c3ccc4ccccc4n3)C(=O)C2C1 (stereo not drawn)	.	12	11	.	.	-4%	.	5%	i
Cn1c(=O)[nH]c(=O)c2c1nc(Sc1ncccn1)n2CCCc1ccccc1	0%	0	1	-2%	-2%	23%	4%	2%	i
Cc1onc(-c2ccccc2Cl)c1C(=O)Oc1cc(N)n(S(=O)(=O)c2ccc(F)cc2)n1	-9%	0	2	33%	-2%	1%	37%	6%	i
CCN(CC)S(=O)(=O)c1cccc(C(=O)Nc2ccccc2)c1	12%	4	5	30%	-4%	7%	30%	14%	i
CC(=O)N1CCc2c(sc(NC(=O)CN3C(=O)CCC3=O)c2C(N)=O)C1	4%	9	4	-11%	-6%	4%	0%	3%	i
CCOC(=O)c1ccc2c(c1)nc(SC/C(O)=C(\C#N)c1nc3ccccc3[nH]1)n2CC	4%	0	7	16%	-4%	5%	6%	3%	i
Cc1onc(-c2ccccc2)c1C(=O)Nc1cccnc1	8%	13	4	-14%	5%	13%	-6%	2%	i
Cc1cc(C)n(CC2CC(=O)N(c3ccc(Cl)c(Cl)c3)C2=O)n1 (stereo not drawn)	20%	3	0	-25%	-6%	-4%	5%	.	i	PMK inhibit pilot replicates=0.0;MK inhibit pilot replicates=0.0;Spn DPM-DC inh pilot screen %=0.0

Five structures from above, ordered by count of non-hydrogen atoms, rising.
SMILES	Alkaline phosphatase	PMK inhibit	MK inhibit	HPDE-C7 viability	Bfl-1 displacement	HT1080 cytotoxicity	HPDE-C7K KRASV12	LYP phosphatase	Spn DPM-DC inh	others
CN(CCc1ccccn1)Cc1ccc(Cl)cc1Cl	6%	0	44*	3%	-1%	.	6%	.	i
Cc1noc(C)c1CSc1cc(C)c2ccccc2n1	7%	16	10	7%	-5%	12%	4%	-9%	i
COc1ccccc1NC(=O)CC1Nc2ccccc2NC1=O (stereo not drawn)	5%	6	11	0%	0%	4%	-4%	-5%	i
CC(=O)N1CCc2c(sc(NC(=O)CN3C(=O)CCC3=O)c2C(N)=O)C1	4%	9	4	-11%	-6%	4%	0%	3%	i
CCOC(=O)c1ccc2c(c1)NC(=O)C(N1CCN(c3ccc(OC)cc3)CC1)S2 (stereo not drawn)	6%	0	8	-2%	-24%	2%	4%	.	i
